# GAA spleen mod: lysosomal alpha-glucosidase (human) modulation. human spleen homogenate, 4-MU-alpha-glucoside fluorescence. AID 2112. 0.006% of 240,000 active. Potency, µM (series often up to 79.9 µM), without a hit: at the highest dose activity change, negative = inhibition, actives largely listed as inhibitors. P10253;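 also: 0% = enzyme with vehicle and -100% = no enzyme basal signal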
#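 Enzyme source: human spleen homogenate, 1 ug/well. Buffer 50 mM citric acid/K phosphate pH 5.0, 0.01% Tween-20. 4-MU-alpha-glucoside 1 mM; 37 C x 40 min; NaOH/glycine stop; fluorescence.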
# GAA glycogen: GAA glycogen-cleavage inhibition or activation; P10253; recombinant GAA, glycogen substrate, Amplex Red glucose oxidase fluorescence; Potency, µM (highest dose often 76.4 µM), inactives show at the top dose activity change, negative = inhibition, usual class: inhibitors; 0.38% of 300,000 active; AID 2100;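 also: 0% = full enzyme reaction and -100% = no-enzyme basal signal; the screen sought inhibitors and activators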
#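 Recombinant human enzyme (4 nM); glycogen substrate; 37 C, 40 min, pH 5.0. Readout: coupled glucose oxidase/Amplex Red fluorescence.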
# ALDH1A1 inh: ALDH1A1 (human) enzyme inhibition. 7.3% of 220,000 active. Purified ALDH1A1, NADH fluorescence, propionaldehyde substrate. Potency, µM (highest dose often 75.3 µM), for the others: at the top dose activity, negative = inhibition, hits mostly inhibitors. AID 1030; active = well fitted inhibition curve with a large enough effect, not every such curve was filed as active; inconclusive = small, poorly fitted or top-dose-only effect, or another doubt; inactive = no such curve, though single readings can be large or run the other way;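 also: plate controls were no enzyme wells and a reference inhibitor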
# Target sequence (P00352 whole entry, looked up): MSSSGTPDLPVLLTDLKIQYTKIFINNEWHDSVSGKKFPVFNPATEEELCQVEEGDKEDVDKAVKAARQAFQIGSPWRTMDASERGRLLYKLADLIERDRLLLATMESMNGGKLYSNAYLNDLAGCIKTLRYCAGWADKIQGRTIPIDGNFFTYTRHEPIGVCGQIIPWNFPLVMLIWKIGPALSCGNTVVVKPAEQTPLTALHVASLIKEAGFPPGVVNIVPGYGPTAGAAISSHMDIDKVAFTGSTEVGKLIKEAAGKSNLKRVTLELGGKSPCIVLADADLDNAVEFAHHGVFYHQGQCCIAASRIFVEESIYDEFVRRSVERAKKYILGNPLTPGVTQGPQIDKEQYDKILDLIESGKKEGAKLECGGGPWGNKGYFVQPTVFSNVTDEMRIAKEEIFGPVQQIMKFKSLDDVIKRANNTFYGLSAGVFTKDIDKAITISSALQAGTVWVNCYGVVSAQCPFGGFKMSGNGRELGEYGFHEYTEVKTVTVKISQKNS
# GLA spleen mod: inhibitors or activators of human alpha-galactosidase in spleen homogenate; 0.008% of 240,000 active; Potency, µM (doses to about 80 µM), for inactives: top-dose activity change, negative = inhibition, hits mostly inhibitors; human spleen homogenate, 4MU-alpha-Gal fluorescence, 40 min; P06280;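 also: 0% = enzyme with vehicle and -100% = no enzyme basal signal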
# Target sequence (P06280 32-429 limits assumed): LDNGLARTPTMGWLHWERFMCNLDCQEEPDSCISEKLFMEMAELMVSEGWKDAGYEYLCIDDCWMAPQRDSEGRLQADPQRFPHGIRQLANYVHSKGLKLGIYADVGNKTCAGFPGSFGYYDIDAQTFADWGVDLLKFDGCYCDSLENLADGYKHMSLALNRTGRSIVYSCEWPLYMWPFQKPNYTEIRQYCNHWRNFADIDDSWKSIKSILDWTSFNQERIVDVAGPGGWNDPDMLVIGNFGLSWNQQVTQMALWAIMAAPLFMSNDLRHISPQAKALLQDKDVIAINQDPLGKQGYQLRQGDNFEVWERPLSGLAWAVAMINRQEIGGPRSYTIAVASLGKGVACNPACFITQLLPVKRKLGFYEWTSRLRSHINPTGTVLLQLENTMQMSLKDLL
#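 Human spleen homogenate (1 ug) as enzyme source, 4-methylumbelliferyl-alpha-D-galactopyranoside 1 mM final, citrate/phosphate pH 5.0 with 0.01% Tween-20. Compounds 40 min at 37C, NaOH/glycine stop; fluorescence Ex 365/Em 440, Hill-fit AC50.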
# Epigenetic reg: derepresses silenced GFP reporter in murine cells | murine LDR cells, GFP reporter derepression, 30 h | Potency, µM (series often up to 53.9 µM), without a hit: top-dose GFP activation, most hits filed as activators | 0.2% of 280,000 active; also: % of control where 0% means no effect; nearly all actives have a fitted effect of over 60% in size
#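 Derepression of a silenced CMV-GFP reporter in murine LDR cells is scored by enumerating GFP-positive cells with a laser-scanning microplate cytometer after 30 hours of treatment at 37 C.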
# Tau fluor counter: counter-screen for tau fibril formation inhibitors; Potency, µM (highest dose often 57.7 µM), for the others: at the highest dose activity change, negative = decrease; tau K18 P301L Alexa594 fluorescence, heparin fibrillization; 0.93% of 280,000 active; AID 1463; also: % is scaled to controls: 0 for no effect and ±100 for the full control effect; nearly all actives have a fitted effect of over 55% in size
#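 Human tau K18 P301L (15 uM unlabeled, 0.24 uM Alexa 594-labeled) in 100 mM sodium acetate pH 7 with 20 uM heparin, 6 hr at 37 C. ThT 30 uM added, 1 hr ambient; Alexa 594 FP and total fluorescence read at 555/632 nm.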
# GAA inh: alpha-glucosidase (human) inhibition; 0.005% of 200,000 active; P10253; purified human GAA, 4-MU-alpha-glucoside fluorescence; AID 1466; Potency, µM (top dose mostly 76.9 µM), for the others: top-dose activity change, negative = inhibition, actives largely listed as inhibitors;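 also: plate controls were uninhibited enzyme wells for no effect and no-enzyme background for full effect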
#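 Fluorescence at Ex 365/Em 440 nm from 4-methylumbelliferone reported enzyme activity after 20 min at room temperature. Reactions used 4 nM enzyme and 400 uM substrate at pH 5.0; curves fitted with the Hill equation.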
# NPSR antagonist: antagonists of human neuropeptide S receptor cAMP signaling; Potency, µM (series often up to 38.3 µM), without a hit: at the highest dose activity change, negative = inhibition, hits mostly inhibitors; CHO-NPSR cells, cAMP TR-FRET, antagonist mode; AID 1461; 1% of 220,000 active; Q6W5P4; also: % is scaled to controls: 0 for no effect and ±100 for the full control effect; nearly all actives have a fitted effect of over 50% in size; many of its hits are not listed in these tables
# The depositor's hits bear a star; ? = inconclusive; . = not tested or not shown; & = joins results of further samples; [ ] = dose if it differs, or a comment. Unless noted, calls follow the shape of the dose curve; as a rule, active = well fitted curve in the direction sought with a large enough effect; inconclusive = small, poorly fitted or top-dose-only effect, or another doubt; inactive = no such curve, though single readings can be large; an effect the other way counts as inactive or inconclusive. Potency is read from the fitted curve at half-maximal effect.
mol	GAA spleen mod	GAA glycogen	ALDH1A1 inh	GLA spleen mod	Epigenetic reg	Tau fluor counter	GAA inh	NPSR antagonist
CCOC(=O)C1=C(O)CSC1=Nc1cccc(Cl)c1	-7.1%	1.8%	3.3%	-3.6%	-1.7%	-0.3%	-3.6%	-6.3%[46.1 µM]
COc1ccccc1CNc1ncnc2ccc(-c3ccc(N(C)C)cc3)cc12	-4.7%	.	?	?	-1.1%	10µM*[quencher]	.	.
CCNC(=S)NNC(=O)c1csc2c1CCC(C)C2 (stereo unspecified)	0.6%	?	-5.9%	4.2%	8.4%	0.4%	-7.0%	-9.9%[46.1 µM]
COc1ccc(N=C2SCC(c3ccc(C)cc3)=NN2CCO)cc1	-2.9%	5.5%	?	3.7%	1.2%	?	-1.0%	-44.5%
CN1C(=O)C(CC(=O)NCC2CCCCC2)SC1=Nc1ccccc1 (stereo unspecified)	-2.1%	-6.1%	?	-12.0%	2.7%	-8.3%	9.1%	14.9%
CSc1ccc(/C=N/Nc2nc(C)cc(C)n2)cc1	0.1%	-10.9%	4.9%	-1.6%	0.9%	-0.1%	-1.4%	0.5%
Cc1cccc(N=C2NC(=O)/C(=C/C=C/c3ccco3)S2)c1C	-10.4%	-6.2%	2.82µM*	-1.0%	-1.1%	?	-4.5%	-40.4%
COC(=O)c1ccccc1NC(=O)CN1CCC(n2nnc3cc(F)ccc32)CC1	-6.3%	-2.1%	14.7%	-5.5%	1.5%	-12.1%	-0.5%	-19.0%[46.1 µM]
Nc1ccc(S(=O)(=O)Nc2ccc(S(N)(=O)=O)cc2)cc1	-9.6%	1.5%	8.0%	-11.7%	0.0%	-11.0%	-1.3%	-8.4%[46.1 µM]
CCCCn1c(=O)c2[nH]c(C34CC5CC(CC3C5)C4)nc2n(CCCO)c1=O	3.4%	.	-14.8%	0.1%	9.2%	-6.1%	.	.
O=C1CCCN1CCC1CCN(C2CC(=O)N(c3ccc(F)cc3)C2=O)CC1 (stereo unspecified)	-5.0%	7.5%	12.6µM*	-7.4%	-0.9%	1.6%	2.3%	-16.0%[46.1 µM]
CCCCNCCOCCOc1ccc(C)cc1[N+](=O)[O-]	1.6%	3.0%	-2.0%	-18.6%	-1.2%	-4.3%	-0.9%	-2.6%[46.1 µM]
COc1ccc(C2(C(=O)Nc3ccc(OC)cc3OC)CCCC2)cc1	-13.8%	-16.6%	?	-8.1%	?	-15.8%	-4.8%	-42.1%
CCc1c(-c2ccccc2)nc(N)c(C#N)c1-c1cccs1	-4.1%	7.1%	-1.4%	-14.4%	-3.4%	-5.5%	-2.3%	-19.6%[46.1 µM]
Cc1ccccc1OCC(O)CN1CCN(CCN2C(=O)c3cccc4cccc(c34)C2=O)CC1 (stereo unspecified)	-9.5%	12.3%	4.6%	-8.3%	-1.1%	-9.9%	3.8%	20.2%
CC(=O)N1CCN(c2ccc([N+](=O)[O-])c(NCc3cccnc3)c2)CC1	-19.8%	-14.7%	-1.3%	-5.5%	-0.4%	1.1%	-1.9%	14.9%
COc1cc(C(=O)OCC(=O)c2c(N)n(C)c(=O)n(C)c2=O)ccc1OCCC(C)C	0.3%	-7.9%	2.9%	-2.9%	?	-1.6%	-0.4%	-2.3%
COc1cccc(-c2nnc(SCc3nc4ccccc4[nH]3)n2N)c1	-12.8%	5.0%	3.8%	-8.3%	-2.3%	0.2%	-2.3%	-21.7%[46.1 µM]
Cc1cccc(N(C(=O)Cn2nnc(-c3ccccc3F)n2)C(C(=O)NC(C)(C)C)c2ccncc2)c1 (stereo unspecified)	7.9%	17.6%	5.0%	-3.4%	5.2%	-3.0%	2.0%	-14.8%
CNC(=O)[C@]1(C)C[C@H]1[C@H](NC(=O)[C@]1(C)C[C@H]1[C@H](NC(=O)OCc1ccccc1)c1ccccc1)c1ccccc1	-2.0%	.	-14.6%	7.4%	-0.2%	-14.2%	.	.
O=C(Nc1cccc2c1CCCC2)C1CCN(c2nnnn2-c2ccccc2)CC1	1.6%	-3.6%	8.91µM*	-3.8%	-1.1%	-9.6%	3.2%	?
CCCSc1nc2c(c(=O)n1-c1ccc(OCC)cc1)SCC2	0.2%	3.4%	0.2%	7.0%	-1.1%	-7.9%	-8.6%	-15.8%[46.1 µM]
C[C@@H]1C[C@H]2[C@@H]3CCC4=CC(=O)C=C[C@]4(C)[C@@]3(F)[C@@H](O)C[C@]2(C)[C@H]1C(=O)CO	-1.1%	4.2%	-4.1%	3.8%	-2.7%	-9.3%	-1.6%[15.4 µM]	-19.2%
O=C(Nc1cccc(Cl)c1)Nc1nc(-c2ccccc2)cs1	-5.0%	9.9%	11.9%	-3.3%	4.5%	?	4.3%	-21.2%
COc1ccc(NC(=O)c2cccc(S(=O)(=O)N3CCOCC3)c2)cn1	-4.0%	-5.7%	-6.0%	1.4%	-2.6%	-2.8%	-11.3%	0.4%[46.1 µM]
O=C(CSc1nnc(CNc2ccccc2)o1)N1CCc2ccccc21	4.7%	-3.0%	15.8µM*	-0.7%	0.7%	-5.7%	-4.1%	-11.4%[46.1 µM]
O=S(=O)(c1ccc(-c2nc3ccccc3s2)cc1)N1CCCC1	-6.8%	-1.4%	?	0.5%	-0.1%	-2.1%	2.5%	0.0%[46.1 µM]
CSCC[C@H](NC(=O)C1CCN(S(=O)(=O)c2ccc(C)cc2)CC1)C(=O)NCC1CCCO1 (stereo partly specified)	-11.8%	5.3%	-14.2%	-4.1%	1.9%	7.5%	-6.7%	-6.5%[46.1 µM]
CC1(C)CC2(CCCN(CC(O)(c3ccccc3)c3ccccc3)C2)CCO1 (stereo unspecified)	4.0%	1.7%	.	-0.9%	0.1%	-9.2%	.	-16.0%
Cc1cc(C(=O)OCC(=O)NCc2ccco2)c(C)o1	-7.9%	8.0%	-5.4%	-4.5%	-1.4%	-5.8%	4.2%	9.1%
CC1(C)Cc2ccccc2-c2nc(-c3ccccc3)oc(=O)c21	4.7%	1.8%	-10.2%	-18.6%	-4.6%	-18.3%	-4.9%	-8.6%[46.1 µM]
Cc1ccn(CC(=O)N2N=C(C(F)F)CC2(O)C(F)F)n1 (stereo unspecified)	3.2%	-8.7%	8.8%	0.4%	-1.5%	2.2%	-16.3%	7.6%
COc1cc(CO)cc(-c2cc(CO)cc(OC)c2OC)c1OC	-0.9%	2.6%	-2.0%	-0.9%	2.6%	5.0%	-4.2%	-7.0%[46.1 µM]
Cc1cccc(NC2=CC(=O)CC(C)(C)C2)c1C	2.9%	13.1%	2.7%	-9.4%	0.9%	-4.6%	-5.3%	-0.8%
O=S(=O)(c1ccc(S(=O)(=O)N2CCN(Cc3ccccc3)CC2)cc1)N1CCOCC1	-6.4%	6.3%	14.3%	-2.8%	-0.8%	-5.9%	-14.8%	-0.8%[46.1 µM]
O=C(CCN1CCCCC1)N/N=C/c1ccc(Br)cc1	-4.3%	6.7%	4.7%	1.1%	-0.9%	8.8%	6.5%	0.0%
O=c1[nH]c(=O)n([C@H]2C[C@H](O)[C@@H](CO)O2)cc1F	-3.8%&0.4%&-3.8%&1.4%	2.1%	-5.2%&7.1%&-3.2%	-9.6%&1.0%&-9.1%&1.9%	-1.7%&2.4%&0.7%	-9.2%&-10.6%&3.6%	-2.1%[15.4 µM]	13.0%
COC(=O)C1=NN(C(C)(C)CC(C)=O)C2C(=O)N(C3CCCCC3)C(=O)C12 (stereo unspecified)	-2.6%	4.3%	-5.8%	-7.8%	0.4%	-4.3%	6.7%	1.1%
CCOC(=O)c1c(OCC)[nH]c2c1cc(O)c1ccccc12	5.1%	25.1µM*	?	6.2%	1.2%	?	-1.9%	-18.4%[46.1 µM]
CC(C)(C)c1ccc(C(=O)N2CCC(C(=O)NCc3ccco3)CC2)cc1	2.1%	1.0%	-11.8%	3.2%	-2.0%	1.3%	2.6%	-12.4%[46.1 µM]

# Whole records as entered above.
# COC(=O)C1=NN(C(C)(C)CC(C)=O)C2C(=O)N(C3CCCCC3)C(=O)C12 (stereo unspecified) across the screens: GAA spleen mod: -2.6%; GAA glycogen: 4.3%; ALDH1A1 inh: -5.8%; GLA spleen mod: -7.8%; Epigenetic reg: 0.4%; Tau fluor counter: -4.3%; GAA inh: 6.7%; NPSR antagonist: 1.1%
# O=C(CCN1CCCCC1)N/N=C/c1ccc(Br)cc1 across the screens: GAA spleen mod: -4.3%; GAA glycogen: 6.7%; ALDH1A1 inh: 4.7%; GLA spleen mod: 1.1%; Epigenetic reg: -0.9%; Tau fluor counter: 8.8%; GAA inh: 6.5%; NPSR antagonist: 0.0%

# Following part:
mol	GAA spleen mod	GAA glycogen	ALDH1A1 inh	GLA spleen mod	Epigenetic reg	Tau fluor counter	GAA inh	NPSR antagonist
Cc1c(C(=O)OCC(=O)N2CC(C)OC(C)C2)oc2ccc(Br)cc12 (stereo unspecified)	-0.3%	-0.6%	0.178µM*	-1.6%	-2.4%	-3.7%	1.8%	?
O=C(NCc1cccnc1)c1ccc(Cl)cc1[N+](=O)[O-]	3.8%	1.9%	4.5%	-1.4%	0.0%	3.1%	-13.8%	25.9%[46.1 µM]
CNc1ncc(C(=O)c2ccc(F)cc2)s1	-0.1%	5.0%	1.6%	4.8%	-4.0%	6.9%	-6.6%	-8.5%
Cc1cc(/C=N/n2cnnc2)c(C)n1-c1cccc(Cl)c1	-5.5%	-1.1%	?	2.0%	-2.6%	-2.6%	-7.5%	10.5%[46.1 µM]
Cc1ccccc1-n1c(-c2cccnc2)n[nH]c1=S	-1.6%	0.3%	-4.4%	-2.5%	-0.7%	-0.1%	2.3%	-18.8%[46.1 µM]
COc1ccc(C(=O)NCC2CCCO2)cc1 (stereo unspecified)	-5.2%	-7.1%	6.4%	-0.4%	-1.3%	-1.7%	2.5%	8.4%
CC1/C(=C\c2ccc(Cl)cc2)C(=O)C2CC1C2(C)C (stereo unspecified)	-7.9%	-13.2%	?	-4.7%	-0.8%	-12.3%	-6.1%	11.6%[46.1 µM]
CC(Oc1ccc(Br)cc1)c1nc2c3ccccc3nc(=S)n2[nH]1 (stereo unspecified)	1.7%	-26.3%	0.3%	3.9%	-1.2%	?	4.8%	-39.5%
C=CCN1C(=O)CSc2ccc(C(=O)NCc3cccs3)cc21	-7.7%	-2.4%	8.91µM*	27.4%	-0.4%	-1.2%	-0.5%	-7.2%

# Source: PubChem BioAssay

# Not all compounds are listed (hit frequency here may not be typical).
